# Htt clearance – compounds clearing mutant huntingtin protein; HeLa Exon1htt(103Q)mCFP, aggregate imaging; zero = plate's median compound well; 47,000 tested, 0.42% active; inhibition, % at 1.5 µM;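 active means inhibition of aggregate fluorescence above about 70%, also judged a hit by eye on the cell image, limit read from the data, passing the limit was not always enough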;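 further: cells exposed to compound for three days before fixation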
# Htt clearance grain fraction – further read-out of Htt clearance, marked with its call; fraction fluorescence in grains; measured here: aggregate grain fluorescence fraction; hits give low values;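 scaled fraction of total cell fluorescence in grains with unit not stated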
# Active calls of the source: *. The list is partial; count on the stated rates, not on these rows.
SMILES,Htt clearance,Htt clearance grain fraction
CCOC(=O)c1c(C)oc2cc(Br)c(OC)cc12,-18,21
COc1ccc(N2C(=O)c3ccc(NC(C)=O)cc3C2=O)cc1,-27,24
Cc1cc(C)c(S(=O)(=O)Nc2ccc[nH]c2=O)c(C)c1,-108,37
CC(=O)c1ccc(N2CCN(C(=O)c3cc(-c4ccc5c(c4)OCO5)nc4ccccc34)CC2)cc1,21,15
COC(=O)C1=C(C)Nc2c(c(=O)n(C)c(=O)n2C)C1c1cccs1 (stereo unspecified),-18,36
c1ccc2c(-n3cnnn3)cccc2c1,-19,26
COc1ccc(Cn2c(=O)[nH]c3cc(C(=O)NCCCN4CCCCC4)ccc3c2=O)cc1,-72,58
O=C(Nc1ccccc1)c1cc2ccccc2o1,-33,26
Cc1ccc(NC(=O)CN2CCCN(S(=O)(=O)c3ccc(Br)s3)CC2)cc1,37,12
COc1cc(SC)ccc1C(=O)NCCOc1ccccc1Cl,-9,22
Cc1cc(=O)[nH]c(SCC(=O)N2c3ccccc3CC2C)n1 (stereo unspecified),-17,47
Cc1csc2nc(CSc3nncn3-c3ccccc3)c(Br)n12,-37,47
COc1ccc(Oc2nccc(-c3ccc(Cl)cc3)n2)cc1,30,27
COCCCN1C(=O)c2ccccc2C1C(=O)NC1CCCCCC1 (stereo unspecified),0,39
Cc1ccc(C(=O)N/C(=C\c2ccc(Br)cc2)c2nc(=S)[nH][nH]2)cc1,-20,46
CCn1c(NCc2ccco2)nc2c1c(=O)n(C)c(=O)n2C,32,13
Cc1ccc(C(=O)N2CCN(C(=O)CN3CCCC3)C2)cc1,36,23
O=c1[nH]nc2c3ccccc3cnn12,-13,48
Cc1ccc(C)c(N2CCN(CCCNC(=O)Cn3cc4c(n3)CCC(C)C4)CC2)c1 (stereo unspecified),23,24
COc1ccc([C@@H]2[C@H]3C(=O)N(c4cccc(C(F)(F)F)c4)C(=O)[C@H]3ON2C)cc1,11,34
COc1cc(OC)cc(C(=O)Nc2c(F)cccc2F)c1,-15,22
O=C(O)c1cccc(C(=O)Cc2ccccc2)c1,-17,43
C=CCc1cccc(CNc2c(C)n(C)n(-c3ccccc3)c2=O)c1O,-58,27
COc1ccc(C(=O)CSc2n[nH]c(N)n2)cc1,-7,25
c1ccc(Cn2nnc3c(NCc4ccc5c(c4)OCO5)nc(C4CC4)nc32)cc1,-33,52

# Further entries:
SMILES,Htt clearance,Htt clearance grain fraction
COc1cc(OC)c(CN2CCCCCCC2)cc1Br,44,11
CCN(CC)CCNC(=O)CCc1n[nH]c(=O)c2ccccc12,-30,52
COc1ccc(N(CC(=O)N2CCc3ccccc3C2)S(=O)(=O)c2c(C)nn(C)c2C)cc1,20,41
Cc1c(Nc2cc(N3CCCCCC3)c3nonc3c2[N+](=O)[O-])c(=O)n(-c2ccccc2)n1C,-2,40
NC(=O)CN1C(=O)C2CCCCN2C(=O)c2ccccc21 (stereo unspecified),-13,24
O=C(COc1ccc2c(c1)OCO2)NC12CC3CC(CC(C3)C1)C2,54,8.9
COC(=O)NCCOC(=O)N(O)c1ccc(Br)cc1,32,24
CCOc1cc(/C=N/n2cnnc2)c(Br)cc1O,-3,35
Cc1nc2ccc(NC(=O)N3CCCCC3)cc2s1,53,8.6
O=C(c1ccc(COc2ccc(F)cc2)o1)n1cc(Br)cn1,1,19
COc1ccc(C)cc1NC(=O)CSc1nc(SC)ns1,3,16
CC(C)NCCCOc1ccc(C(C)(C)c2ccccc2)cc1,36,13
COCCn1nnnc1C(c1ccc(C(F)(F)F)cc1)N1CCOCC1 (stereo unspecified),4,37
O=C(CSc1cn(CCNC(=O)c2cccs2)c2ccccc12)NCc1ccccc1,-24,60
CCCOc1ccc(NC(=O)CC2C(=O)N(CC)C(=S)N2Cc2cccs2)cc1 (stereo unspecified),31,27
Cc1cc(C)cc(N(CC(=O)NCC2CCCO2)C(=O)CN2C(=O)COc3ccccc32)c1 (stereo unspecified),-58,60
O=C(CSc1nnnn1-c1ccccc1)CSc1nnnn1-c1ccccc1,11,38
COCc1cc(Sc2cccc(Cl)c2Cl)nc(-c2ccccc2)n1,29,22
O=C(O)C1C2C=CC(O2)C1C(=O)NCc1ccc(Cl)cc1 (stereo unspecified),38,12
CCc1nc2ccc(C(=O)NCc3ccco3)cc2nc1CC,-18,44
Cc1ccc(CNC(=O)CCNS(=O)(=O)c2cccc3nonc23)cc1,22,15
Cc1ccc(SCc2cc(=O)[nH]c(Nc3nc(C)c4cccc(C)c4n3)n2)cc1,6,37
O=C(O)CSc1nnc(-c2ccncc2)n1CCc1ccccc1,-21,45
CCS(=O)(=O)N1CCc2cc(OC)c(OC)cc2C1,-58,29
O=C(NC1CCCC1)C(c1cccnc1)N(C(=O)c1csnn1)C1CC1 (stereo unspecified),-13,39

# New compounds follow
SMILES,Htt clearance,Htt clearance grain fraction
c1ccc(-c2nccc(-c3ccc(-n4cnc5ccccc54)cc3)n2)cc1,-2,21
CCCNC(=O)c1ccccc1NC(=O)CN(c1ccccc1OCC)S(C)(=O)=O,-26,24
CCOC(=O)c1[nH]c(C)c(C(=O)Nc2ccc(Cl)cc2)c1C,-110,65
CCOC(=O)N1CCC(NC(=O)c2cn(-c3ccc(OC)cc3)c(=O)c3ccccc23)CC1,38,27
CC(=O)n1nc(-c2ccco2)nc1SCc1ccccc1,-28,39
CCOC(=O)Nc1sc(NS(=O)(=O)c2ccccc2)nc1C,18,15
O=C(NCc1ccco1)c1ccc2c(=O)n(CCC3=CCCCC3)c(=O)[nH]c2c1,-37,42
COCCn1c(C23CC4CC(CC(C4)C2)C3)n[nH]c1=S,-70,32
CCOc1ccc(N2C(=O)c3cccnc3C2Nc2ccc(C)c(C)c2)cc1 (stereo unspecified),-21,25
CCOc1ccc(-c2nc(N)ncc2Oc2ccccc2Br)c(O)c1,26,12
O=C(NC1CCCCC1)c1ccc2c(=O)n(CC3CCCO3)c(=O)[nH]c2c1 (stereo unspecified),-8,33
Cc1c(C(=O)N2CCOCC2)oc2c1C(=O)CC(C)(C)C2,-8,22
Cc1nc2nc(-c3cccnc3)[nH]n2c(=O)c1Cc1ccccc1,-42,27
CCC(C)NC(=O)c1cc(C)no1 (stereo unspecified),-31,31
CCOC(=O)N1CCC(Nc2c(NCCCN(CC)c3cccc(C)c3)c(=O)c2=O)CC1,-206,148
COC(=O)CSc1nc(-c2ccccc2)cc(-c2ccco2)c1C#N,-21,41
CN(C)/C=C/c1c(C#N)c(=O)ncn1Cc1ccccc1,-83,31
CC(=O)NC(C)C(=O)OCc1ccc(Cl)cc1Cl (stereo unspecified),4,21
CCOC(=O)C1=C(C)OC(N)=C(C#N)C1c1cc(C)sc1C (stereo unspecified),-1,39
Cc1cc(C)c2nc(-c3ccccn3)cc(C(=O)NCc3ccco3)c2c1,-27,23
COc1ccc(OC)c(C2C3=C(CCCC3=O)NC3=C2C(=O)CCC3)c1,1,37
Cc1ccc(OCC(=O)N2CCCCCC2)c(C)c1,-42,28
O=c1c2ccccc2nc2n1CCN2,-24,22
Cn1c(C(=O)O)c(CC(=O)Nc2ccc(F)cc2F)c2ccccc21,0,17
COCCNc1nc2c(c(=O)n(C)c(=O)n2C)n1Cc1cccc(C(F)(F)F)c1,3,17

# Shown with two lines to a compound: part of the list above.
# Below each compound: Htt clearance	Htt clearance grain fraction
> CC(=O)n1nc(-c2ccco2)nc1SCc1ccccc1
 : -28	39
> CCOC(=O)Nc1sc(NS(=O)(=O)c2ccccc2)nc1C
 : 18	15

# Further results follow:
SMILES,Htt clearance,Htt clearance grain fraction
CC(C)NC(=O)CN(C)S(=O)(=O)c1ccc(F)cc1,-9,20
O=C(NCc1ccccn1)c1cc(-c2ccccc2)on1,-93,39
COc1ccccc1C1(O)CCN(C(=O)c2cccs2)CC1,-51,60
CC1=C(C(=O)OCC2CCCO2)C(c2ccc(C)o2)C2=C(CC(c3ccc(N(C)C)cc3)CC2=O)N1 (stereo unspecified),-34,27
Cn1cccc1Cc1nnc(SCC(=O)Nc2ccc(F)cc2)n1-c1ccc(F)cc1,-87,58
COC(=O)C1=C(C)N(Cc2cccnc2)C(=O)C1,41,11
CN1CCN(C(=O)c2ccc3c(c2)OCCO3)CC1,4,17
CC(=O)c1cc(-c2nc3ccccc3n2C)n(C)c1,71*,4.6*
Cc1ccc(OC(C)C(=O)N2CCc3ccccc32)cc1 (stereo unspecified),7,16
COc1ccc(Nc2nc(C)c3ccccc3n2)cc1,-3,38
Cn1c(=O)n(CC(N)=O)c2ccccc21,-99,69
O=C(NCc1ccccc1)c1ccco1,-4,20
COC(=O)Cn1c2ccc(OC)cc2c2nc3ccccc3nc21,-3,44
O=C(O)c1ccc(C2CCCCC2)cn1,32,13
CC(=O)c1cccc(NC(=O)C2CCCC2)c1,14,33
COC(=O)c1ccc(CSc2nc(C(F)(F)F)c3c(c2C#N)CCC3)o1,-9,37
CCCCOC(=O)C1=C(C)Nc2ncnn2C1c1cc(OC)ccc1OC (stereo unspecified),30,26
CN=c1scc(C)n1/N=C/c1ccc(O)cc1O,10,18
O=C(Nc1ccc2c(c1)OCO2)C1CCN(S(=O)(=O)c2ccc3c(c2)OCCO3)CC1,32,28
O=C(Nc1ccc2c(c1)OCO2)C(c1ccc(Cl)cc1)N1CCN(C(=O)c2ccco2)CC1 (stereo unspecified),-32,26
Cc1ccc(N(CC(=O)NCc2ccncc2)S(C)(=O)=O)cc1Cl,-13,48
CCOc1c(Br)ccc2c1sc1nc[nH]c(=O)c12,-4,32
Cc1ccc(CN(C(=O)C(F)(F)F)C(C(=O)NC2CCCCC2)c2ccco2)cc1 (stereo unspecified),1,19
O=C(CN1CCCN(Cc2ccc(F)cc2Cl)C1=O)NC1CCCCCC1,30,14
CC1=CC(C)(C)NC(=S)N1c1cccc(C)c1,28,28

# The list goes on.
SMILES,Htt clearance,Htt clearance grain fraction
C=CCn1c(=N)c(C(=O)NCCCOC)cc2c(=O)n3cccc(C)c3nc21,-4,39
Cn1c(=O)c2c(nc(SCC(=O)N3CCCc4ccccc43)n2C)n(C)c1=O,-33,22
CC(=O)c1cc2c(cc1NC(=O)CSc1nc3ccccc3o1)OCO2,64,6.8
Cc1ccc(OC(=O)COc2ccccc2C)c(-n2nc3ccccc3n2)c1,-22,23
O=C(NCc1cn2ccccc2n1)c1ccc(Br)o1,36,21
O=C(O)C1C2C=CC(C2)C1C(=O)NCCCN1CCOCC1 (stereo unspecified),-12,20
CCCNC(=O)Cn1c(=O)oc2ccccc21,6,35
CCOC(=O)c1c(CN2CCCCC2)n(C)c2cc(Br)c(O)c(CN(C)C)c12,55,22
COc1ccc(S(=O)(=O)N2CCCC(C(=O)NC3CCCCC3)C2)cc1 (stereo unspecified),-33,56
Cc1ccc(S(=O)(=O)/N=C2\C(=O)c3ccccc3C([O-])=C2n2cc[n+](CCC(C)C)c2)cc1,21,30
O=C(Cn1c(=O)n(-c2ccc(F)cc2)c(=O)c2sccc21)N1CCCC1,-4,20
CC1=CC(C)(C)N(C(=O)CSc2nccn2C)c2cc(C)ccc21,26,13
COc1cc(C2C(C#N)=C(N)Oc3cc(C)n(CC4CCCO4)c(=O)c32)cc2c1OCO2 (stereo unspecified),-51,52
CC(C)N(Cc1ccccc1)C(=O)c1cnc2n(c1=O)CCS2,-22,39
CCCCNC(=O)CCSc1nc2nc(C)cc(C)n2n1,-34,24
CC(=O)Nc1nnc(SCC(=O)N2CCN(Cc3ccccc3)CC2)s1,-34,26
Cn1nc(OC(=O)Nc2cccc(Cl)c2)cc1C(F)(F)F,-17,23
CCCCn1c(-c2ccc([N+](=O)[O-])cc2)n[nH]c1=S,3,29
CCn1c(SCC(=O)NCC(=O)Nc2ccc(F)cc2)nnc1-c1cccs1,56,13
O=C(CCn1c(=O)c2sccc2n(CC(=O)NCc2ccco2)c1=O)NCc1ccccc1,-3,20
CN(C(=O)c1ccccn1)c1nnc(-c2cnccn2)s1,37,26

# Structural class: the entries above containing fluorine.
SMILES,Htt clearance,Htt clearance grain fraction
COc1ccc([C@@H]2[C@H]3C(=O)N(c4cccc(C(F)(F)F)c4)C(=O)[C@H]3ON2C)cc1,11,34
COc1cc(OC)cc(C(=O)Nc2c(F)cccc2F)c1,-15,22
O=C(c1ccc(COc2ccc(F)cc2)o1)n1cc(Br)cn1,1,19
COCCn1nnnc1C(c1ccc(C(F)(F)F)cc1)N1CCOCC1 (stereo unspecified),4,37
Cn1c(C(=O)O)c(CC(=O)Nc2ccc(F)cc2F)c2ccccc21,0,17
COCCNc1nc2c(c(=O)n(C)c(=O)n2C)n1Cc1cccc(C(F)(F)F)c1,3,17
CC(C)NC(=O)CN(C)S(=O)(=O)c1ccc(F)cc1,-9,20
Cn1cccc1Cc1nnc(SCC(=O)Nc2ccc(F)cc2)n1-c1ccc(F)cc1,-87,58
COC(=O)c1ccc(CSc2nc(C(F)(F)F)c3c(c2C#N)CCC3)o1,-9,37
Cc1ccc(CN(C(=O)C(F)(F)F)C(C(=O)NC2CCCCC2)c2ccco2)cc1 (stereo unspecified),1,19
O=C(CN1CCCN(Cc2ccc(F)cc2Cl)C1=O)NC1CCCCCC1,30,14
O=C(Cn1c(=O)n(-c2ccc(F)cc2)c(=O)c2sccc21)N1CCCC1,-4,20
Cn1nc(OC(=O)Nc2cccc(Cl)c2)cc1C(F)(F)F,-17,23
CCn1c(SCC(=O)NCC(=O)Nc2ccc(F)cc2)nnc1-c1cccs1,56,13

# By substructure, those above containing a nitro group on carbon (two)
SMILES,Htt clearance,Htt clearance grain fraction
Cc1c(Nc2cc(N3CCCCCC3)c3nonc3c2[N+](=O)[O-])c(=O)n(-c2ccccc2)n1C,-2,40
CCCCn1c(-c2ccc([N+](=O)[O-])cc2)n[nH]c1=S,3,29

# Assay outcomes as filed in PubChem BioAssay.
